# GalR3 antag: antagonists of human GalR3; HEK293 GalR3-CNG cAMP membrane potential fluorescence; galR3 body fused to GalR1 C-terminus; inhibition, % at 3 µM; hit rate 0.44% among 360,000; AID 651719;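 active = inhibition above the screen-wide average plus 3 SD, cut at about 13% in these data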;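 also: forskolin and galanin both at EC90 stimulate the cells; cAMP rise reported by CNG channel membrane potential dye signal; 0% = forskolin plus galanin with DMSO and 100% = forskolin alone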
# Target sequence (O60755 1-299 limits assumed): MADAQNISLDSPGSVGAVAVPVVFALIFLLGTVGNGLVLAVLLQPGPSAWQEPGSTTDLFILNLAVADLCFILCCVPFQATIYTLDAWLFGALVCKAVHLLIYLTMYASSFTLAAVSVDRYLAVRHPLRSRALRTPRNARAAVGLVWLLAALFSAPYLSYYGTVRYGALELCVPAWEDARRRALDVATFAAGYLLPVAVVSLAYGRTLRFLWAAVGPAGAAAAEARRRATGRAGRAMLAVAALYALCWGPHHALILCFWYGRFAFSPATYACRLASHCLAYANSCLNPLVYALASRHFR
# VIM-2 inh: blocks Pseudomonas aeruginosa VIM-2 metallo-beta-lactamase. purified VIM-2, nitrocefin hydrolysis, epi-absorbance fluorescence. inhibition, % at 5.6 µM. hit rate 0.89% among 290,000;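 active = inhibition above the mean of all tested compounds plus 3 SD, cutoff set per screening run, cut at about 7.5% in these data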;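 also: red hydrolysis product quenches plate fluorescence so inhibitors raise well fluorescence; 0% = enzyme with DMSO and 100% = DMSO without enzyme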
# GPR7 antagonist: antagonists of human GPR7 (neuropeptides B/W receptor 1) | inhibition, % at 4.4 µM | GPR7-expressing cells, fluorescence antagonist assay | P48145 | AID 1861 | hit rate 1.1% among 290,000; in the data active = inhibition above about 16%, passing the limit was not always enough;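 also: cells stimulated with the agonist NPW; 0% = agonist with vehicle and 100% = vehicle without agonist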
# Target sequence (P48145 whole entry, looked up): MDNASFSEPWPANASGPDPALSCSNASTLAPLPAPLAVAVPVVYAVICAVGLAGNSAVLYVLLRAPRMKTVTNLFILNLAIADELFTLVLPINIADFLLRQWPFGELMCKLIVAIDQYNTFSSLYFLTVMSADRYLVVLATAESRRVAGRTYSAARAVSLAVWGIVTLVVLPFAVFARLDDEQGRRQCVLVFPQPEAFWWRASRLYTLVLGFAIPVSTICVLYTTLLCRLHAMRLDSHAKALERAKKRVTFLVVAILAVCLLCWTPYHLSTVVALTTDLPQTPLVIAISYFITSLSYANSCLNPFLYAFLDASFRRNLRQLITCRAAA
# DNA FID counter: fluorescent intercalator displacement, NS3 helicase counter-screen | DNA fluorescent intercalator displacement, fluorescence | inhibition, % at 7.9 µM | hit rate 0.17% among 290,000 | AID 1845; in the data active = inhibition above about 37%;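 also: 0% = vehicle and 100% = reference compound; higher means more ethidium bromide displaced from hairpin DNA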
# IMP-1 inh: blocks Pseudomonas aeruginosa IMP-1 metallo-beta-lactamase | purified IMP-1, nitrocefin hydrolysis, epi-absorbance fluorescence | AID 1556 | hit rate 0.45% among 290,000 | inhibition, % at 5.6 µM;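 active = inhibition above the mean plus 3 SD of all compounds in the same screening run, cut at about 4.5% in these data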;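 also: 0% = IMP-1 with DMSO and 100% = DMSO wells lacking enzyme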
#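 Material – recombinant IMP-1 enzyme, purified · Amount – IMP-1 0.2 nM before substrate addition · Medium – HEPES buffer pH 7.1 with ZnSO4 and Brij 35 · Timing – 25 °C, 15 min preincubation, 25 min reaction · Measured by – plate fluorescence quenching by hydrolysis product, ex 480/em 530 nm · Read-out – percent enzyme inhibition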
# NS3 helicase inh: blocks Hepatitis C virus NS3 helicase unwinding; NS3 helicase DNA unwinding, Cy5 molecular beacon fluorescence; inhibition, % at 10.9 µM; hit rate 0.56% among 290,000; AID 1800;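 active = inhibition above the mean of all tested compounds plus 3 SD, set per campaign, cut at about 35% in these data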;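 also: 0% = DMSO wells and 100% = thioflavine S control wells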
#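 assay system = NS3 helicase fragment of HCV | buffer or medium = MOPS pH 6.5, MgCl2, DTT, Tween20, BSA | timing = 60 min unwinding reaction at 25 °C after ATP addition | signal = Cy5 beacon fluorescence read at start and 1 h | read-out basis = % inhibition of unwinding | control set = low DMSO, high thioflavine S at 110 µM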
# OXTR ag: agonists of human oxytocin receptor; P30559; CHO-OTR cells, Fluo-8 calcium fluorescence; normalized: DMSO 0%, oxytocin 100%; activation, % at 3 µM; hit rate 0.32% among 320,000; AID 2435;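 active = activation above the mean of all tested compounds plus 3 SD, cutoff set per screening run, cut at about 20% in these data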;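 also: peak over basal fluorescence ratio from a 100 s FLIPR kinetic read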
# PHOSPHO1 block: PHOSPHO1 (human) inhibition | Q8TCT1 | recombinant PHOSPHO1, absorbance phosphatase assay | inhibition, % at 13.3 µM | hit rate 1.1% among 290,000; in the data active = inhibition above about 60%
# V1R ag counter: activates human V1a receptor in oxytocin agonist counter-screen; AID 2797; P37288; CHO-V1R cells, Fluo-8 calcium fluorescence, agonist mode; 0% DMSO, 100% 3 nM vasopressin; activation, % at 3 µM; hit rate 0.25% among 320,000;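 active = activation above the mean activation of all tested compounds plus 3 SD, per screening run, cut at about 20% in these data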;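 also: signal is peak over basal fluorescence ratio across a 100 second FLIPR read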
# Target sequence (P37288 whole entry, looked up): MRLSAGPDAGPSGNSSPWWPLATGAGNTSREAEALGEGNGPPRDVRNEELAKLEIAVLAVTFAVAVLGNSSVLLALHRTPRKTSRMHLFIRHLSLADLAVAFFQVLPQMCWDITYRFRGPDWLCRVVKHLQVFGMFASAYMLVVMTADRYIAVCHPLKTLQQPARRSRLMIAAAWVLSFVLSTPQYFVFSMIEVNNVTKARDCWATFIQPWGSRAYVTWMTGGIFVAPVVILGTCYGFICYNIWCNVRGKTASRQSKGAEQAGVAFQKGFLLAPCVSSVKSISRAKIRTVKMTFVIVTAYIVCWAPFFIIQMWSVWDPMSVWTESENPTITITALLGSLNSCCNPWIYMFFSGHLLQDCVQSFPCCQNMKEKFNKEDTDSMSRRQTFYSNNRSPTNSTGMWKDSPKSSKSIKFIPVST
# The depositor's hits bear a star; . = not tested or not shown.
SMILES,GalR3 antag,VIM-2 inh,GPR7 antagonist,DNA FID counter,IMP-1 inh,NS3 helicase inh,OXTR ag,PHOSPHO1 block,V1R ag counter
Cc1cc(=O)[nH]c(SCC(=O)Nc2cccc(C(F)(F)F)c2)n1,4,-1.9,6,-3,-3.8,-2,6.3,15,7.2
CCN(CC)CCn1c2ccccc2c2nc(C)sc21,4,-5.9,6,5,-1.0,7,-0.7,-7,-0.3
C=CCOc1ccc(/C=N/NC(=O)CN2CCOCC2)cc1OCC,-3,-7.3,-8,0,-2.6,-11,0.3,16,1.1
Cc1c(Cl)c(C(F)(F)F)nn1CC(=O)NCc1ccccc1,-10,-1.9,10,-6,-3.8,-3,-1.7,-8,-1.0
O=c1cc(N2CCC3(CC2)OCCO3)[nH]c(=O)n1-c1ccc(Br)cc1,-5,-3.0,-14,1,-5.0,3,.,-5,.
O=C(Cn1c(=O)oc2ccccc21)N1CCCC1,-9,-0.9,-8,-6,-3.2,11,0.4,.,0.5
CN(/N=C/c1ccccc1O)C(=S)c1ccccc1,-3,-1.2,-7,-3,1.0,0,-2.1,19,-0.5
CC1CCc2nc3ccc(S(=O)(=O)N4CCC(C(=O)NC(C)c5ccccc5)CC4)cc3c(C(=O)O)c2C1 (stereo unspecified),-1,-2.1,-2,-23,-0.1,12,0.2,44,0.2
CN(C)C(=S)SCC(=O)Nc1cccc(C(F)(F)F)c1,0,1.8,-9,-3,-2.4,-7,0.5,67*,2.2
Cc1cccnc1N(C(=O)Nc1cccc(Cl)c1)C1=NCC(C)(C)S1,-5,-3.1,0,3,-2.8,6,0.2,0,2.4
CCC12CC3CC(C1)CC(C(=O)NNC(N)=O)(C3)C2,-7,-3.8,-2,-7,0.1,1,0.4,-3,0.4
O=C(CSc1ccccn1)Nc1ccc(N2CCOCC2)cc1,-3,-3.0,-4,-13,-1.8,-5,1.1,-82,-0.3
Oc1ccc(C=NCCc2ccccc2)cc1,-6,-1.0,-5,-2,-0.8,14,0.1,33,0.5
COC(=O)c1ccccc1NC(=O)Cn1cc(Br)cn1,-3,-3.2,8,-3,-3.5,-9,-2.7,-6,-1.6
COc1ccc(C2C3=C(CCCC3=O)N(CC(=O)O)C3=C2C(=O)CCC3)cc1,-6,-1.9,-13,-6,-0.7,3,-0.1,-2,0.3
COc1ccc(N2C(=O)CC(NNc3ncc(Cl)cc3Cl)C2=O)cc1 (stereo unspecified),-1,-1.9,-5,-18,-3.3,21,-0.9,4,1.1
CCCC1=C(C(=O)OCC)C(c2ccc(OC)c(C)c2OC)C(C#N)=C(N)O1 (stereo unspecified),-4,-0.6,-12,-32,-1.5,13,1.8,14,-0.2
O=C(/C=C/c1c[nH]c2ccccc12)c1ccccc1,-5,-4.2,-5,0,1.0,1,0.7,-5,1.8
CCOc1ccc(C(C(=O)NC2CCCCC2)N(C(=O)c2ccccn2)c2cccnc2)cc1 (stereo unspecified),2,-1.8,-6,-24,-1.6,3,-1.1,15,-0.1
CS(=O)(=O)Nc1ccc(C(=O)Nc2ccc3ccccc3c2)cc1,-3,0.0,-2,5,-1.8,0,7.8,14,2.5
CC(C)C(=O)Nc1nnc(CCN2CCCCC2)s1,-4,-1.9,-9,0,-0.3,1,0.1,-12,0.4
CCCC1(c2ccccc2)NC(=O)N(CC(=O)c2[nH]c(C)c(C(=O)OCC)c2C)C1=O (stereo unspecified),-6,-1.7,22*,-23,-7.7,-13,16,28,12
ClCC1CSC(=NC23CC4CC(CC(C4)C2)C3)O1 (stereo unspecified),-3,-2.0,-6,1,-1.4,-4,-1.0,14,1.0
Cc1ccc(N2C(=O)c3oc4ccccc4c(=O)c3C2c2cccc(O)c2)nc1 (stereo unspecified),-2,-1.6,-8,-8,-3.6,-8,4.3,.,2.2
O=C(O)c1c[nH]c2ccc(S(=O)(=O)N3CCN(c4ccc(F)cc4)CC3)cc2c1=O,-4,-0.6,-11,2,-1.6,6,1.1,3,-0.1
O=c1[nH]c2ccc(Br)cc2c(-c2ccccc2)c1N1CCOCC1,2,-1.0,0,-2,-2.1,-4,-0.8,26,0.3
c1cncc(-c2nnc(SCc3nc4ccccc4[nH]3)o2)c1,2,-3.2,-15,2,-5.4,-3,0.7,14,1.3
CC(C)(C)c1ccc(S(=O)(=O)NCC2CCCO2)cc1 (stereo unspecified),-6,0.5,-5,-14,-2.4,4,0.9,44,0.1
Cc1ccc(OCCCNC2CCCC2)cc1,1,-1.5,-3,3,-1.4,17,0.6,-5,0.9
CC1CCN(CCNC(=O)c2ccc3c(=O)n(Cc4ccc(Cl)cc4)c(=S)[nH]c3c2)CC1,.,-1.8,4,15,-3.7,-74,11,-30,7.8
Cc1ccc(CNC(=O)CCNC(=O)Cn2ccc3ccccc3c2=O)cc1,-1,-2.9,1,-7,-3.2,0,-1.9,-1,-1.6
COCC(=O)N1CCC(Oc2ccc(C(=O)N3CCSCC3)cc2)CC1,-4,-3.1,-2,-14,-3.0,7,0.7,23,-0.2
C/C(CC(=O)Nc1cccnc1)=N\NC(=O)C(=O)NC(C)C,-6,-3.8,-8,-3,-2.2,5,-1.7,4,0.1
N#CCc1nc(-c2cc3ccccc3oc2=O)cs1,-3,-1.2,-4,-1,-4.0,13,-0.3,8,0.1
O=C(Cn1c(=S)[nH]c2ccccc21)c1ccccc1,0,-2.2,-3,1,-2.2,1,-1.1,22,0.4
COc1ccc(C(=O)NCc2cccnc2)cc1S(=O)(=O)N1CCOCC1,-4,0.7,7,-1,0.2,7,0.2,-1,-0.3
CCOc1ccc(C(=O)NCCN2CCOCC2)cc1,0,-0.1,-9,1,-2.2,-1,0.4,13,0.5
CCCCOc1ccc(-c2nc(-c3cccnc3)no2)cc1,0,-0.6,-7,-5,-3.3,8,0.7,19,0.7
O=S(=O)(Cc1nnnn1-c1ccccc1)c1ccc(Cl)cc1,-4,-2.3,7,-7,-1.8,-2,-0.6,38,2.2
CSc1nc(C=Nc2ccccc2Cl)c(O)n1Cc1cccc(Cl)c1,4,2.6,-10,-4,-1.1,29,-1.3,88*,-0.2

# Whole records as entered above. Order of screens: GalR3 antag | VIM-2 inh | GPR7 antagonist | DNA FID counter | IMP-1 inh | NS3 helicase inh | OXTR ag | PHOSPHO1 block | V1R ag counter
# `C/C(CC(=O)Nc1cccnc1)=N\NC(=O)C(=O)NC(C)C` reads -6 | -3.8 | -8 | -3 | -2.2 | 5 | -1.7 | 4 | 0.1
# `COc1ccc(C(=O)NCc2cccnc2)cc1S(=O)(=O)N1CCOCC1` reads -4 | 0.7 | 7 | -1 | 0.2 | 7 | 0.2 | -1 | -0.3

# Going on with the list:
SMILES,GalR3 antag,VIM-2 inh,GPR7 antagonist,DNA FID counter,IMP-1 inh,NS3 helicase inh,OXTR ag,PHOSPHO1 block,V1R ag counter
O=C(C1CCOCC1)N1CCCC(N2CCN(c3ccc(F)cc3)CC2)C1 (stereo unspecified),-7,2.4,-6,-10,1.9,8,1.7,36,0.6
Cc1ccc(Cn2c(O)c(N=NC(=S)Nc3ccccc3F)c3cc(S(=O)(=O)N4CCOCC4)ccc32)cc1,2,-6.3,-8,-13,-3.3,26,.,-10,.
CN1CCN(C(=O)C2=C[C@@H](c3ccc(Br)cc3)C[C@@H](OCc3ccc(CO)cc3)O2)CC1,-6,-2.1,0,9,-1.7,-18,11,12,6.2
CCN(C(=O)COC(=O)c1cc2ccccc2cc1O)C1CCS(=O)(=O)C1 (stereo unspecified),-6,-3.7,-2,-3,-1.1,1,2.9,20,3.4
COc1ccc(NC(=O)Cc2ccc(Cl)cc2)cc1NC(=O)c1ccco1,-2,-2.1,9,-26,-0.8,-2,-2.0,6,-0.8
COc1ccc(OCC(=O)O/N=C(\N)Cc2cccs2)cc1,-4,0.0,5,-11,-1.8,8,-2.6,-1,1.2
COc1ccc(N2CCN(C(C)=C3C(=O)c4ccccc4C3=O)CC2)cc1,-4,0.0,-11,0,-0.5,0,-1.0,38,-1.4
COc1ccccc1-c1cc(C(=O)N2CCN(c3ccccc3)CC2)no1,-10,-3.9,-13,-30,-2.5,-14,-0.5,28,-0.8
Oc1ccc(-c2csc(Nc3ncccn3)n2)cc1O,-6,-2.2,6,1,-2.3,12,.,8,.
COc1ccc(Nc2nnc(Cc3ccc(Cl)cc3)c(=O)[nH]2)c(OC)c1,-4,-1.4,-10,-15,-2.4,3,-0.4,10,1.2
CCOC(=O)c1ccccc1NC(=O)C1COc2ccccc2O1 (stereo unspecified),-2,-1.5,-11,-14,-4.4,-5,-2.7,-7,1.4
CCCCNC(=S)NNC(=O)c1ccc(Br)o1,0,-5.2,-11,-1,0.0,5,0.4,-18,0.4
CCOC(=O)C(=CNc1ccccc1C)C(=O)OCC,-3,-0.8,-9,-5,-1.2,-6,-2.1,-4,-0.9
O=C(NCc1ccccc1)NC1(C(=O)N2CCN(c3ccccc3)CC2)CCCCC1,1,-0.6,16,-5,-0.8,-2,-1.0,7,-0.4
COc1ccc(CCNC(=O)CN2C(=O)COc3ccc(S(=O)(=O)N4CCCC4)cc32)cc1OC,-5,-0.4,-8,-25,0.5,20,0.3,14,0.3
O=C(CSc1nnc2c(n1)[nH]c1ccccc12)OCc1ccccc1,1,-1.4,-9,-1,-2.7,-6,1.8,-19,2.2
CC(C)CC(=O)Nc1ccnc(-c2ccncc2)n1,-1,-2.0,-8,-4,-2.1,6,0.9,26,2.0
O=C(Nc1ccc(F)cc1)C(c1ccccc1)N1CCN(S(=O)(=O)c2c(F)cccc2F)CC1 (stereo unspecified),0,-2.0,1,-17,-4.9,4,-0.6,11,-0.2
Cc1cc(C(=O)COC(=O)CCCN2C(=O)c3ccccc3C2=O)c(C)n1C,-3,-2.8,0,-20,-2.1,-1,-1.6,-1,-0.2
Cc1ccc(-n2c(SCC(N)=O)nc3c(c2=O)C2(CCCC2)Cc2ccccc2-3)cc1,-10,-3.6,-4,-24,-2.6,-13,-1.9,2,-1.4
CCCNC(=O)NS(=O)(=O)c1cnccc1Sc1ccc(Cl)cc1,1,0.6,-5,-8,-0.6,1,0.3,30,0.2
CC(Oc1ccccc1)c1nnc(N)s1 (stereo unspecified),-8,-2.3,-13,-2,-0.9,10,1.9,45,0.4
Cc1c(-n2cc(C(=O)O)c(=O)c3cc(F)c(N4CCCC4)c(F)c32)c(=O)n(-c2ccccc2)n1C,-3,.,.,.,.,.,-0.3,14,0.9
CSCC[C@@H](CO)NC(=O)c1ccc2nc(C3CCCCC3)oc2c1,-2,-2.5,-9,-25,-3.5,-1,0.5,19,0.9
O=C1NC(=O)/C(=C\c2ccccc2OCc2ccccc2)S1,-2,-0.9,-5,-20,-0.8,13,-1.8,32,0.1
CCn1c(=O)c2sccc2n2c(CCCC(=O)NCc3cccnc3)nnc12,3,3.4,0,-7,-3.9,8,-1.1,22,0.2
O=C(CN1CCN(C(=O)N2CCOCC2)CC1)Nc1cc(Cl)ccc1Cl,-4,-0.7,-11,-35,-0.1,-10,1.3,22,1.7
Cc1nc(-c2ccccc2)sc1C(=O)CSc1ccc(F)cc1,-1,-0.7,-7,-6,-3.1,0,-1.0,-14,1.0

# Bioassay records: PubChem BioAssay, several laboratories

# No enrichment for hits (roughly 4.3% active in at least one column).
